Source: PubChem BioAssay
FEN1 inhibitor: blocks human flap endonuclease 1; Recombinant FEN1 flap cleavage, fluorescence, 15 min; 390,000 tested, 0.35% active; Potency, µM (highest dose often 114 µM), inactives show top-dose activity change, negative = inhibition, actives largely listed as inhibitors; P39748; note: nearly all actives have a fitted effect of over 65% in size
Target sequence (P39748 whole entry, looked up): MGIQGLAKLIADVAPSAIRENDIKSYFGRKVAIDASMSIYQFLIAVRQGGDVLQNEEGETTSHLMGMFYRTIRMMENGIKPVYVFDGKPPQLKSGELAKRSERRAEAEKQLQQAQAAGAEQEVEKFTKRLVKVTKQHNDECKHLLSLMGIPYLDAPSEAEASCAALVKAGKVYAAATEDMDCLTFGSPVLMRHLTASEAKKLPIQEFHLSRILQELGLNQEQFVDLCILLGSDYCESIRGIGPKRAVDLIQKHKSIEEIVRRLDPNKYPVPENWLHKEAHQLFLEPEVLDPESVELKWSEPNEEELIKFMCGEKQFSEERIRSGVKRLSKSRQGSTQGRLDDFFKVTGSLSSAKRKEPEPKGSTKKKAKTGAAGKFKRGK
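Steps: FEN1 (10 nM) dispensed; compound added by pin tool; 15 min at room temperature; substrate added to 50 nM final; reads at 0 min and 15 min; data normalized and fitted (four-parameter Hill).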
N370S GC: inhibitors or activators of N370S glucocerebrosidase for Gaucher disease | P04062 | AID 2101 | 330,000 tested, 0.092% active | N370S GC spleen homogenate, 4MU-glucoside fluorescence | Potency, µM (series often up to 59.4 µM), inactives show top-dose activity change, negative = inhibition, actives largely listed as inhibitors;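 note: 0% = full enzyme activity and -100% = no enzyme basal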
TDP1 block: blocks human tyrosyl-DNA phosphodiesterase 1; recombinant TDP1, AlphaScreen DNA substrate cleavage; AID 485290; 350,000 tested, 0.28% active; Q9NUW8; Potency, µM (series often up to 130 µM), without a hit: at the highest dose activity change, negative = inhibition, hits mostly inhibitors; note: nearly all actives have a fitted effect of over 40% in size
Target sequence (Q9NUW8 whole entry, looked up): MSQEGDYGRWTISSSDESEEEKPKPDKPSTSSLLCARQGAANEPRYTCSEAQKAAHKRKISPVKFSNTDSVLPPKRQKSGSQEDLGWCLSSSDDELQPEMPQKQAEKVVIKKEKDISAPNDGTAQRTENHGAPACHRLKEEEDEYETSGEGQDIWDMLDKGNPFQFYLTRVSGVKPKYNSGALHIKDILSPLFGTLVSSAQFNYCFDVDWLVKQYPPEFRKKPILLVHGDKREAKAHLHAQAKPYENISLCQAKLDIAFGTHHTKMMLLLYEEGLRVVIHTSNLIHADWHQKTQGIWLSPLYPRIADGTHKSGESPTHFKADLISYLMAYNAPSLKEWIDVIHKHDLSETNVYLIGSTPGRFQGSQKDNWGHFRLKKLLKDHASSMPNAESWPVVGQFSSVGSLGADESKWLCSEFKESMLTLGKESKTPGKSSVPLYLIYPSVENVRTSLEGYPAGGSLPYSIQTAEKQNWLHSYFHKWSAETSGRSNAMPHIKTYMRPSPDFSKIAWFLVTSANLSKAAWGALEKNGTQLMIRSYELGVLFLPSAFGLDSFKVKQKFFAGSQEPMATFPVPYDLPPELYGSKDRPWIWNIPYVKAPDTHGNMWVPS
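Recombinant E. coli-expressed Tdp1 (1 nM) preincubated with compound 15 min at RT, then 5'-biotin/3'-phosphotyrosine-FITC DNA substrate (15 nM) added for 5 min. AlphaScreen beads (10 ug/ml) added, 10 min RT; tyrosine-FITC cleavage read as signal loss.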
* = called active by the depositor; u = inconclusive; x = no result given; & = joins results of further samples; [ ] = dose if it differs, or a comment. Calls come from the whole dose curve; as a rule, active = well fitted curve in the direction sought with a large enough effect; inconclusive = small, poorly fitted or top-dose-only effect, or another doubt; inactive = no such curve, though single readings can be large; an effect the other way counts as inactive or inconclusive. Unless noted, % is set by controls: 0 for no effect and ±100 for the full control effect; potency is the fitted concentration of half-maximal effect.

Values run as follows: FEN1 inhibitor | N370S GC | TDP1 block
CC1Sc2ccc(S(=O)(=O)CCC(=O)N(C)Cc3ccccc3)cc2NC1=O (stereo unspecified)
 : 11% | -18% | x
Cc1cc(C(=O)CSc2nc(N)cc(N)n2)c(C)n1-c1cccc(F)c1
 : -5% | -10% | 7%
O=C(CSc1nnnn1-c1ccc(F)cc1)NCc1cccs1
 : 5% | 19% | -7%
CCC/C(O)=C1\C(=O)CCCC1=NCCc1ccc(OCC)c(OCC)c1
 : -1% | 6% | 5%
COc1ccc(Nc2nc(N)nc(CSc3nnc(N)s3)n2)cc1
 : -15% | -6% | 7%
CN1CCN(C(=O)c2cc3c(ccc4ccccc43)oc2=O)CC1
 : -3% | 23% | 3%
COc1ccc2nc(Nc3nc(-c4ccncc4)cs3)sc2c1
 : 8% | -6% | -2%
CC(C)(C)NC(=O)c1cc(-c2ccc3c(c2)OCO3)nc2ccccc12
 : -11% | 4% | 0%
CC1(C)OC2C[C@](O)(C(N)=O)C[C@H](O)[C@H]2O1 (stereo partly specified)
 : x | 8% | 8%
CSCC[C@H](NC(=O)N1C[C@H]2C[C@@H](C1)c1cccc(=O)n1C2)C(=O)Nc1ccc(NC(C)=O)cc1
 : 16% | -27% | x
CCC1CN(C(=O)Nc2cc(Cl)c(OC)cc2OC)c2ccccc2O1 (stereo unspecified)
 : 3% | x | 0%
CN(C)CCC(=O)N1c2ccccc2Sc2ccc(C(F)(F)F)cc21
 : 23% | -10% | 4%
CCOc1ccc(N=Nc2c(N)[nH][nH]c2=O)cc1
 : 1% | 9% | 3%
CCc1ccccc1NC(=O)CC(c1ccc(OC)cc1)n1cccc1 (stereo unspecified)
 : 5% | -22% | 3%
CCOC(=O)C1=C(CC)OC(N)=C(C#N)C1c1ccc(F)cc1F (stereo unspecified)
 : -18% | 12% | 3%
CCOC(=O)c1c(C(F)(F)F)nc2ncccn12
 : -3% | 1% | 5%
Cc1ccnc(N2CCC(C(=O)NNC(=O)c3ccccc3C)CC2)n1
 : 7% | 7% | 5%
COc1ccc(/C=N/OCC(=O)Nc2nc3ccccc3s2)cc1OC
 : -7% | 10% | 1%
CCOC(=O)Nc1cccc(Cl)c1C
 : -4% | 8% | 4%
CCOC(=O)C1CCCN(C2CC(=O)N(c3ccc(N4C(=O)CC(N5CCCC(C(=O)OCC)C5)C4=O)cc3)C2=O)C1 (stereo unspecified)
 : -3% | -5% | 0%
COCCCN(C(=O)Nc1ccccc1)C(C)c1ccncc1 (stereo unspecified)
 : -7% | -4% | 0%
CN(c1ccccc1)c1nc(N)c([N+](=O)[O-])c(NCc2ccco2)n1
 : 6% | -2% | 6%
COc1ccc(N2CCN(Cc3nc4c(c(=O)[nH]c(=O)n4C)n3Cc3ccc(C)cc3)CC2)cc1
 : -6% | x | 6%
O=C(NCCC(c1ccccc1)c1ccco1)c1cccs1 (stereo unspecified)
 : 10% | 17% | 7%
Cc1ccc(NC(=O)C2CCCN2S(=O)(=O)c2ccc3c(c2)n(C)c(=O)c(=O)n3C)cc1C (stereo unspecified)
 : 12%&-2% | 5% | -1%&0%
COc1ccccc1OCCNC(=O)CCNC(=O)c1ccccc1Cl
 : -4% | 5% | 4%
O=C1Nc2ccc(S(=O)(=O)N3CCCC3)c3ccc(S(=O)(=O)N4CCCC4)c1c23
 : 34%[activator] | 1% | 0%
CCN(c1ccccc1)S(=O)(=O)c1ccc(C(=O)Nc2c(C)n(C)n(-c3ccccc3)c2=O)cc1
 : 9% | x | 0%
CC1(CN2CCC(n3c(=O)[nH]c4ccccc43)CC2)OCc2ccccc2-n2cccc21 (stereo unspecified)
 : x | -6% | 19%
NC(=O)CC[C@H](NC(=O)c1ccc(F)cc1)C(=O)N1CCN(Cc2ccc3c(c2)OCO3)CC1
 : 1% | x | 1%

An excerpt of these results, field by field.
COc1ccc(/C=N/OCC(=O)Nc2nc3ccccc3s2)cc1OC
  FEN1 inhibitor = -7%
  N370S GC = 10%
  TDP1 block = 1%
CCC1CN(C(=O)Nc2cc(Cl)c(OC)cc2OC)c2ccccc2O1 (stereo unspecified)
  FEN1 inhibitor = 3%
  N370S GC = x
  TDP1 block = 0%

Next section.
Values run as follows: FEN1 inhibitor | N370S GC | TDP1 block
O=C(CN1C(=O)COc2ccc(S(=O)(=O)N3CCOCC3)cc21)NCc1ccc(Cl)cc1
 : -4% | x | -5%
CCOC(=O)CSc1nc(-c2ccc3c(c2)OCO3)ccc1C#N
 : 1% | u | x
C/C(=N\OC(=O)c1ccc(Cl)cc1)c1nccs1
 : 3% | 7% | 4%
N#CCC(=O)N/N=C/c1c(-c2ccccc2)n(-c2ccccc2)c2ccccc12
 : -24% | -1% | 4%
CC1=C(C(=O)OCCC(C)C)C(c2ccc3c(c2)OCO3)NC(=O)N1 (stereo unspecified)
 : -7% | -3% | x
NC(=O)[C@@H]1CCCNc2c(F)cc([N+](=O)[O-])cc2C(=O)N[C@@H](CCC(=O)O)C(=O)N[C@@H](CO)C(=O)N1
 : -7% | -12% | 1%
O=C(O)C1C2C=CC(C2)C1C(=O)OCC1CCCO1 (stereo unspecified)
 : 5% | -8% | 8%
Cc1ccc(-n2nc3c(c2NC(=O)c2ccco2)CS(=O)(=O)C3)cc1C
 : 0% | -3% | 5%
C=CCNC(=S)N1CCC(C(=O)c2ccc(OC)cc2)CC1
 : -4% | 13% | 7%
CCSc1nc2sc3c(c2c(=O)[nH]1)CC(C)(CC)OC3 (stereo unspecified)
 : -4% | 3% | 1%
Cc1ccc(OCc2ccc(C(=O)NN)o2)c([N+](=O)[O-])c1
 : -6% | 2% | 10%
Cc1ccc(C)c(S(=O)(=O)Nc2ccc3scnc3c2)c1
 : 6% | u | 5%
CN(C)CCCN(C(=O)c1ccc([N+](=O)[O-])s1)c1nc2cc3c(cc2s1)OCCO3
 : -23% | -15% | 8%
COc1cccc(CN2CC(C(=O)NCc3ccc(Cl)s3)CCC2=O)c1 (stereo unspecified)
 : -3% | 2% | x
COc1ccc(C(=O)NC(=S)Nc2ccccc2N2CCN(S(C)(=O)=O)CC2)cc1OC
 : -3% | 3% | 4%
CCCCCC/C(C=O)=C\c1ccccc1
 : -2% | -2% | 5%
O=C(O)/C=C/C(=O)N1CCN(S(=O)(=O)c2cccc(C(F)(F)F)c2)CC1
 : -6% | 5% | 7%
CCOC(=O)c1cccc(NC(=O)c2cc(S(=O)(=O)N3CCCC3)cn2C)c1
 : -1% | x | u
COc1cccc(-c2nc(SCC(=O)NCC3CCCO3)c(-c3ccc(Cl)cc3)[nH]2)c1 (stereo unspecified)
 : -11% | x | 2%[12.3 µM]
CCOc1ccc(/C=N/NC(=O)Cc2cccs2)cc1
 : -2% | 5% | x
CCOC(=O)C(=O)NNc1ccc(Cl)cc1
 : 7% | 6% | x
CCn1c(SCC(=O)N2CCN(c3ccc(F)cc3)CC2)nnc1-c1ccncc1
 : -1% | -10%[2.35 µM] | 4%
O=C1CCCC(=O)N1c1ccc(NCCOCCO)c([N+](=O)[O-])c1
 : 7% | 1% | 5%
O=S(=O)(Nc1cc(F)ccc1F)c1ccc2[nH]c3c(c2c1)CCCC3
 : -20% | x | 6%
Cc1ccc(NC(=O)N2CC3CCCN3c3ccccc32)cc1C (stereo unspecified)
 : u | x | 13%
Cc1nc(CSc2ccc(Br)cc2)cs1
 : 7% | -8% | x
CC(C)(C)c1ccc(C(=O)NC2(C(F)(F)F)NC(=O)N(CCc3ccccc3)C2=O)cc1 (stereo unspecified)
 : 9% | x | -2%
CCN1C(=O)N[C@@H](c2cccc(C(F)(F)F)c2)C(C(C)=O)=C1C
 : 19% | -2%[12.8 µM] | 5%[21 µM]
O=C(N/N=C/c1ccc(Br)cc1)c1ccc(F)cc1
 : -3% | 7% | -8%
CCOC(=O)N1CCN(c2c(Nc3cc(C)[nH]n3)c(=O)c2=O)CC1
 : 15% | -6% | -3%
O=C(CC1SC(N2CCCCC2)=NC1=O)Nc1cccc(C(F)(F)F)c1 (stereo unspecified)
 : -2% | -15% | 5%
CN(c1ccc(OCC(=O)Nc2ccccc2C(=O)O)cc1)S(=O)(=O)c1ccc(Cl)cc1
 : 5% | x | -2%
COc1ccc(-c2[nH]ncc2/C=N/NC(=O)c2ccncc2)c(OC)c1
 : 5% | -2% | 1%
CCCCN(C(=O)c1cccc(-c2ccc(OC(C)=O)cc2)c1)c1c(N)n(CCC)c(=O)[nH]c1=O
 : 15% | x | 0%
Cc1cccc(C2=NN(c3ccccc3)[C@@H](C(=O)N3CCOC3=O)[C@@H]2c2ccc(Cl)cc2)c1
 : -6% | 4% | -6%[56.1 µM]
CCOc1ccc(S(=O)(=O)N(C)CC(=O)N2CCN(CC)CC2)cc1
 : -4% | -3% | 3%
COCCn1c(C)cc(C(=O)CSc2nc3ccccc3s2)c1C
 : -7% | -15% | -4%
CCOC(=O)c1cc(S(=O)(=O)N2CCN(c3ccccc3F)CC2)[nH]n1
 : -8% | x | -1%
CCNC(=O)C1Cc2cc(S(=O)(=O)N3CCCC3)ccc2N1C(C)=O (stereo unspecified)
 : 3% | 0% | 1%
CCOC(=O)NN1C(=O)c2ccccc2NC1c1ccccc1 (stereo unspecified)
 : 1% | 5% | 2%
O=C(O)c1cc(S(=O)(=O)Nc2cccc(S(=O)(=O)N3CCCC3)c2)ccc1Cl
 : 3% | -2% | -3%
O=C(Nc1ccc2nc(-c3cccs3)c(-c3cccs3)nc2c1)N1CCCCC1
 : -20% | x | -5%
CCOC(=O)c1c(NC(=O)c2cc(-c3ccccc3)on2)sc2c1CCCC2
 : 2% | x | 0%
CCCSc1ncc(Cl)c(C(=O)Nc2ccc(OC)cc2OC)n1
 : -4% | x | 1%
COc1ccc(S(=O)(=O)N2CCC(C(=O)N3CCCC3)CC2)cc1C
 : -5% | -2% | 5%
CC1CCCCN1C(=O)c1ccc2c(c1)N(Cc1ccc(F)cc1)C(=O)c1ccccc1S2(=O)=O (stereo unspecified)
 : -20% | x | 2%
N#CC1=C(SCC(=O)c2ccc(Cl)cc2)NC2=C(C(=O)CCC2)C1c1ccco1 (stereo unspecified)
 : -15% | -10% | 2%
CCOC(=O)C(NC(=O)Nc1ncccn1)(Oc1ccccc1)C(F)(F)F (stereo unspecified)
 : -2% | -8% | 7%
CN1CCCN(C(=O)CSc2ccccc2)CC1
 : 22% | -1% | x
CN1CCN(NC(=O)c2cccc(C(F)(F)F)c2)CC1
 : 5% | -7% | -4%
O=C(c1ccc(-c2ccccc2Cl)o1)N1CCCC(C(F)(F)F)C1 (stereo unspecified)
 : -24% | x | 9%
CC(C)=CCCC(C)NC(=O)NC1CCCCC1 (stereo unspecified)
 : -1% | 8% | 3%
CC1(C)CC(=O)C2=C(C1)OC(c1ccc(O)cc1)C(C#N)=C2N (stereo unspecified)
 : 6% | 3% | 2%
O=C(COc1ccc(Cl)cc1)Nc1cccc(S(=O)(=O)NC2=NCCCCC2)c1
 : -1% | -1% | -7%[0.505 µM]
Cc1ccc(C(=O)c2cn(Cc3cc(C)ccc3C)c3nc(C)ccc3c2=O)cc1
 : -15% | x | 2%
O=C(CSc1c[nH]c2ccccc12)NCC1CCCO1 (stereo unspecified)
 : 19% | -6% | 11%

Entries listed so far containing an aryl thioether with sulfur outside any ring, in the order listed:
Values run as follows: FEN1 inhibitor | N370S GC | TDP1 block
Cc1cc(C(=O)CSc2nc(N)cc(N)n2)c(C)n1-c1cccc(F)c1
 : -5% | -10% | 7%
O=C(CSc1nnnn1-c1ccc(F)cc1)NCc1cccs1
 : 5% | 19% | -7%
COc1ccc(Nc2nc(N)nc(CSc3nnc(N)s3)n2)cc1
 : -15% | -6% | 7%
CCOC(=O)CSc1nc(-c2ccc3c(c2)OCO3)ccc1C#N
 : 1% | u | x
CCSc1nc2sc3c(c2c(=O)[nH]1)CC(C)(CC)OC3 (stereo unspecified)
 : -4% | 3% | 1%
COc1cccc(-c2nc(SCC(=O)NCC3CCCO3)c(-c3ccc(Cl)cc3)[nH]2)c1 (stereo unspecified)
 : -11% | x | 2%[12.3 µM]
CCn1c(SCC(=O)N2CCN(c3ccc(F)cc3)CC2)nnc1-c1ccncc1
 : -1% | -10%[2.35 µM] | 4%
Cc1nc(CSc2ccc(Br)cc2)cs1
 : 7% | -8% | x
COCCn1c(C)cc(C(=O)CSc2nc3ccccc3s2)c1C
 : -7% | -15% | -4%
CCCSc1ncc(Cl)c(C(=O)Nc2ccc(OC)cc2OC)n1
 : -4% | x | 1%
CN1CCCN(C(=O)CSc2ccccc2)CC1
 : 22% | -1% | x
O=C(CSc1c[nH]c2ccccc12)NCC1CCCO1 (stereo unspecified)
 : 19% | -6% | 11%
